Screening results: PubChem, National Center for Advancing Translational Sciences (NCATS)
TRHR enhancer = allosterically enhances the human TRH receptor. P34981. TRHR cells, fluo-8 calcium fluorescence, EC20 TRH enhancement. enhancement, % at 2 µM. 360,000 compounds, 0.66% hits. AID 493056; in the data active means enhancement above about 30%; further: 0% is about no effect
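TRHR-expressing cells loaded with fluo-8 calcium dye were read kinetically (ex 480/em 530) during compound addition, then stimulated with an EC20 of TRH (10 nM final). Enhancement of the Gq-mediated intracellular calcium response was scored.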
D2 PAM = positive allosteric modulators of human D2 dopamine receptor; P14416; HEK293 T-REx D2, calcium flux, EC20 dopamine potentiation; potentiation, % at 10 µM; 340,000 compounds, 0.34% hits; AID 485347;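 active means potentiation over 3 SD above the plate norm, cut at about 30% in these data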; further: 0% is about no effect
Target sequence (P14416 whole entry, looked up): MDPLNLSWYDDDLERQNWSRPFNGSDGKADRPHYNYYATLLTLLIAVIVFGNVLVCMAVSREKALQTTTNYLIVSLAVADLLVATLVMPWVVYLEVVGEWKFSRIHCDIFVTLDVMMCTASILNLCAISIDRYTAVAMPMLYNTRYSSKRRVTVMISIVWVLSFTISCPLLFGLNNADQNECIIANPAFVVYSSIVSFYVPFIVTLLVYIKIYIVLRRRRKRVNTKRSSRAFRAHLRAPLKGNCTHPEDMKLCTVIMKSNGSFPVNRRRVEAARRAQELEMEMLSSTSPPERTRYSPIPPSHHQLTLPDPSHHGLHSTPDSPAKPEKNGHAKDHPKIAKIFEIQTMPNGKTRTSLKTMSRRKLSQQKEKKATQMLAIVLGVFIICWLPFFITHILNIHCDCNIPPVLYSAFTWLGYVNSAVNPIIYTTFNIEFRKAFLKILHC
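Cells plated with tetracycline inducer and held overnight at 30 C; calcium dye loaded 30–90 min at room temperature; baseline taken, compound added and read 180 s; EC20 dopamine then added and read 180 s.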
D1 PAM = potentiators of human D1 dopamine receptor | potentiation, % at 10 µM | 360,000 compounds, 0.036% hits | HEK293 TREx D1 cells, calcium flux, dopamine EC20 potentiation | P21728; in the data active means potentiation above about 30%; further: 0% is about no effect
Target sequence (P21728 whole entry, looked up): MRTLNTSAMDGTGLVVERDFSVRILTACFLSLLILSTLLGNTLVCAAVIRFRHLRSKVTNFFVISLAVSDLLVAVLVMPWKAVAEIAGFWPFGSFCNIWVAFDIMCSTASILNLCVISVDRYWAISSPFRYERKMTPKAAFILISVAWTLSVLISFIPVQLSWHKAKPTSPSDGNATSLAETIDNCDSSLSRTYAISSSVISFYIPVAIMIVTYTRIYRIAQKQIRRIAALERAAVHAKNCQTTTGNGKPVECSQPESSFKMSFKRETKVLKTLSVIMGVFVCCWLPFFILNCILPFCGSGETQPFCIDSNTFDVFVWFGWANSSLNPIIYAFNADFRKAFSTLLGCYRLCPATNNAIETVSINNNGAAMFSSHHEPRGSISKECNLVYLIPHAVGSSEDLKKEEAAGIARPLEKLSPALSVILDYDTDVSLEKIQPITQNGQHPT
D2 antagonist = D2 dopamine receptor (human) antagonism | P14416 | HEK293 TREx D2 cells, calcium flux, dopamine EC80 | inhibition, % at 10 µM | 340,000 compounds, 2% hits | AID 485344; in the data active means inhibition above about 30%; further: 0% is about no effect
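Calcium flux kinetic readout in an inducible HEK293 TREx D2 line plated overnight at 30 C. After 180 s compound exposure, an EC80 dopamine challenge follows with another 180 s kinetic read to detect antagonism.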
D2 ag = D2 dopamine receptor (human) agonism | P14416 | HEK293 T-REx D2 cells, calcium flux agonist mode | activation, % at 2 µM | 340,000 compounds, 0.53% hits | AID 485358;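 active means activation over 3 SD above normal in the single-dose calcium agonist read, cut at about 30% in these data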; further: 0% is about no effect
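Tetracycline-induced HEK293 Trex cells with D2 receptor force-coupled to calcium signaling, plated overnight at 30 C and loaded with no-wash calcium dye. Calcium flux read kinetically for 180 s after compound addition; responses flag agonists.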
RXFP1 antag = blocks the human relaxin receptor RXFP1. Q9HBX9. HEK293-RXFP1, relaxin-stimulated cAMP HTRF, 30 min; stronger effect = lower value. activity change, negative = inhibition, % at 57.5 µM. 350,000 compounds, 0.59% hits;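 active means activity change of -60% or lower, but not beyond a set lower limit; inconclusive means change between -60% and -40%, or beyond the set limit; inactive means change above -40%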; further: on the % scale 0 is the no-effect control and ±100 the full control effect
RXFP1 ag = agonists of human relaxin receptor RXFP1; HEK293T-RXFP1 cAMP TR-FRET, 30 min; response scale: percent of porcine relaxin response, buffer zero; Potency, µM (titrated, usually from 57.5 µM), inactives show at the top dose activation, hits mostly activators; 370,000 compounds, 0.3% hits; AID 2676; active means well fitted activation curve with a large enough effect; inconclusive means small, poorly fitted or top-dose-only effect; further: potency means the concentration at half of the fitted maximal effect; on the % scale 0 is the no-effect control and ±100 the full control effect; nearly all actives have a fitted effect of over 60% in size; many of its hits are not listed in these tables
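cAMP rise read by TR-FRET after 30 min, 37C compound exposure (up to 58 uM) in RXFP1-transfected HEK293 cells with Ro 20174 present. EC50 from Hill-equation fits, with 29 nM porcine relaxin as 100% and buffer as basal.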
D1 antagonist = antagonists of human D1 dopamine receptor; 360,000 compounds, 3.2% hits; HEK293 TREx D1 cells, calcium flux, dopamine EC80; stronger effect = lower value; activity change, negative = inhibition, % at 10 µM; in the data active means activity change below about -30%; further: on the % scale 0 is the no-effect control and ±100 the full control effect
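Allosteric or orthosteric antagonism assessed as attenuation of the calcium response to EC80 dopamine, added 180 s after compound, in induced HEK293 Trex D1 cells loaded with no-wash calcium dye.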
D1 agonist = human D1 receptor agonism; P21728; HEK293 T-REx D1 cells, calcium flux, agonist mode; activation, % at 2 µM; 360,000 compounds, 1% hits; in the data active means activation above about 30%; further: 0% is about no effect
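Agonism was scored from calcium flux recorded over 180 s (1 read/s) after pintool compound addition, following a 10-cycle baseline. Cells were inducible force-coupled HEK293 TREx D1, plated overnight at 30 C and loaded with no-wash calcium dye.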
Numbers without * were called inactive; ? = inconclusive; nt = not tested or not shown. Some of the compounds tested. The share of hits here may be higher or lower than overall.

Compound	D1 PAM	D1 antagonist	TRHR enhancer	D2 antagonist	D1 agonist	RXFP1 antag	RXFP1 ag	D2 ag	D2 PAM
Cc1cc(C)c2c(CN3CCCCC3)cc(=O)oc2c1	0	-3	-1	3	4	-17	3.0%	-1.1	-6
COc1ccccc1N(C(=O)CNC(=O)c1ccco1)C(C(=O)NCC1CCCO1)c1ccccc1 (configuration not stated)	-5	-8	-6	-21	0	2	-0.4%	0.3	-3
CN(CC(=O)Nc1ccccc1)CC(=O)Nc1ccccc1Cl	0	-6	0	-5	0	6	-1.1%	1.5	3
CCCCOc1ccc(/C=N/NC(=O)c2csc(C)c2C)cc1	-7	3	6	12	2	6	-1.8%	-0.5	1
Nn1c(Cc2cccc3ccccc23)nnc1SCc1ccc(Cl)c(Cl)c1	-3	-12	-4	0	4	-6	0.5%	0.7	3
Cc1cc(O)c(C(c2ccccc2)N2CCCCC2)c(=O)n1Cc1ccco1 (configuration not stated)	-1	1	0	nt	2	-13	6.3%	0.0	9
O=C(CNCc1ccncc1)Nc1cc(S(=O)(=O)N2CCCCC2)ccc1Cl	-5	8	-1	-6	2	6	3.7%	0.0	3
Cc1cc(C)c(C)c(S(=O)(=O)N2CCN(C(=O)c3ccccc3OCc3c(C)noc3C)CC2)c1C	-3	7	3	-4	2	-8	-0.3%	1.4	-7
Cc1cn(CCC(=O)Nc2ccccc2N2CCOCC2)c2ccccc12	5	3	-7	16	2	-6	-3.5%	0.7	-3
Cc1ccc2nc(COc3ccccc3NC(=O)c3ccccc3F)cc(=O)n2c1	-1	-11	-6	nt	-1	-17	?	-0.6	-6
COc1ccccc1NC(=O)c1ccc(NC(=O)c2ccco2)cc1	-3	2	11	-14	1	?	-0.7%	0.3	-20
COc1ccc(-c2nnc(NC(=O)c3ccc(S(=O)(=O)N4CCCc5ccccc54)cc3)o2)cc1	1	2	1	-4	2	-65*	2.2%	-0.1	-14
CCCN(CCO)Cc1ccc(F)c(Br)c1	-4	-4	-1	15	2	-8	1.3%	1.4	-20
Oc1ccc(Nc2ncnc3c2oc2ccccc23)cc1	2	-17	-3	-21	2	3	-0.5%	-1.2	9
CCN(CC)S(=O)(=O)c1ccc(N/N=C(\C)c2ccc(OC)cc2O)nc1	2	-29	-5	2	3	5	0.1%	0.6	-4
C=CCN(c1ccccc1)S(=O)(=O)c1cccc(C(=O)NNC(=O)c2ccncc2)c1	4	-11	-4	2	3	15	-0.1%	0.2	-3
Nc1ccn(C2CC(O)C(CO)O2)c(=O)n1 (configuration not stated)	-6	6	20	-8	4	nt	0.7%	-0.5	13
CC1CCN(C(=O)C2CC(c3ccc(F)cc3)=NO2)CC1 (configuration not stated)	-6	11	-6	-9	3	12	-1.1%	0.3	0
O=S(=O)(c1ccccc1)c1nnn2c1nc(NCc1ccccc1)c1cc(Cl)ccc12	-3	20	-2	nt	3	-6	?	0.3	2
Cc1ccc(-c2nnc(-c3ccccc3S(=O)(=O)Cc3ccc(Cl)cc3)o2)cc1	-3	-5	-1	8	8	-10	2.6%	-0.1	16

More records follow:
Compound	D1 PAM	D1 antagonist	TRHR enhancer	D2 antagonist	D1 agonist	RXFP1 antag	RXFP1 ag	D2 ag	D2 PAM
Cc1cc(C)cc(NC(=O)N2CCC(CN3CCc4ccccc4C3)CC2)c1	0	-2	-4	nt	-1	-14	4.4%	nt	-13
Cc1oc2ccc(O)c(CN3CCOCC3)c2c1C(C)O (configuration not stated)	1	8	1	-12	0	4	1.8%	0.1	12
CC(C)(C)NC(=O)c1nn2c(C(F)(F)F)cc(-c3ccccc3)nc2c1Br	5	-3	-6	-13	2	6	-0.1%	1.1	13
O=C1CCCCC(=O)N(c2ccccc2)c2ccccc21	2	22	20	-3	-1	19	-0.7%	0.1	9
Cc1ccc(CNC(=O)N2CCN(C)CC2)cc1	-7	0	-4	0	3	-1	0.1%	-0.4	-1
COc1ccc2c(c1)[nH]c(=O)c1sc3ccccc3c12	-6	0	1	17	1	-6	5.4%	0.1	11
C=CCN1CCN(C(=O)c2c(-c3ccccc3)noc2C)CC1	-1	-3	5	1	4	8	-1.0%	0.2	11
COc1cccc(C(=O)N[C@@H](C)C(=O)N2CCC3(CC2)NCCc2[nH]cnc23)c1	4	-2	13	-17	0	-38	0.9%	-0.3	9
O=C(CC1N=C2c3ccccc3N=C(SCc3ccc(F)cc3)N2C1=O)NCc1ccc2c(c1)OCO2 (configuration not stated)	4	0	-3	nt	-2	-12	2.0%	0.2	2
CCC(Cc1ccccc1)NS(=O)(=O)c1ccc2c(c1)NC(=O)CS2 (configuration not stated)	-7	0	-2	9	0	-1	1.2%	1.8	11
CCc1ccc(NCc2cc3cc(OC)c(OC)cc3n(CC(=O)Nc3ccc(F)cc3)c2=O)cc1	-3	6	-5	nt	7	nt	5.7%	3.8	5
COc1cccc(N(C(=O)Cn2nnc(-c3cccs3)n2)C(C(=O)NC2CCCCC2)c2ccncc2)c1 (configuration not stated)	2	3	0	-4	1	6	0.3%	-0.5	14
CC(Oc1ccc2c(-c3ccccc3)cc(=O)oc2c1)C(=O)NCCCn1ccnc1 (configuration not stated)	-4	3	-7	20	4	nt	1.1%	0.2	1
Brc1ccc2c(c1)OCCOCCOCCOCCOCCO2	-4	2	5	-9	1	-14	0.0%	0.4	5
CC(C)OC(=O)c1cccnc1SCC(=O)N(C)c1ccccc1	-2	-6	5	-2	0	2	-1.7%	0.1	-9
O=C(NCC1CCCO1)c1ccc2c(c1)N(Cc1ccccc1)CCS2 (configuration not stated)	-2	1	-6	-11	-1	?	7.1%	0.1	-4
COC(=O)C(NS(=O)(=O)c1cccc(S(=O)(=O)NC(C(=O)OC)c2ccccc2)c1)c1ccccc1 (configuration not stated)	3	-3	0	4	1	nt	2.3%	-0.5	2
CN(C)C(CNC(=O)CCc1nc2sc3c(c2c(=O)[nH]1)CCCC3)c1ccccc1 (configuration not stated)	-5	-17	0	-20	1	-10	-0.6%	-0.2	-9
COc1ccc(CCN2C(=O)c3[nH]nc(-c4ccccc4O)c3C2c2ccc(C)cc2)cc1OC (configuration not stated)	-5	-4	1	-2	0	-13	1.1%	0.5	7
O=C(Nc1ccccc1N1CCOCC1)c1cc(Br)c(Br)s1	3	-31*	-1	8	3	-6	22%	-0.2	-3
CN(C)c1cc(N/N=C\c2ccccc2)nc(N(C)C)n1	-8	-8	4	8	1	-17	-0.1%	0.0	-12
N#C/C(=C\c1cn(-c2ccccc2)nc1-c1cc2ccccc2o1)c1nc2ccccc2[nH]1	0	2	-1	23	0	nt	7.3%	1.1	-29

Some of these compounds in order of molar mass, smallest number first:
Compound	D1 PAM	D1 antagonist	TRHR enhancer	D2 antagonist	D1 agonist	RXFP1 antag	RXFP1 ag	D2 ag	D2 PAM
O=C(NCC1CCCO1)c1ccc2c(c1)N(Cc1ccccc1)CCS2 (configuration not stated)	-2	1	-6	-11	-1	?	7.1%	0.1	-4
CN(C)C(CNC(=O)CCc1nc2sc3c(c2c(=O)[nH]1)CCCC3)c1ccccc1 (configuration not stated)	-5	-17	0	-20	1	-10	-0.6%	-0.2	-9
CC(C)(C)NC(=O)c1nn2c(C(F)(F)F)cc(-c3ccccc3)nc2c1Br	5	-3	-6	-13	2	6	-0.1%	1.1	13

Four entries from above, field by field.
Molecule: Cc1cc(C)cc(NC(=O)N2CCC(CN3CCc4ccccc4C3)CC2)c1
  D1 PAM = 0
  D1 antagonist = -2
  TRHR enhancer = -4
  D2 antagonist = nt
  D1 agonist = -1
  RXFP1 antag = -14
  RXFP1 ag = 4.4%
  D2 ag = nt
  D2 PAM = -13
Molecule: Cc1oc2ccc(O)c(CN3CCOCC3)c2c1C(C)O (configuration not stated)
  D1 PAM = 1
  D1 antagonist = 8
  TRHR enhancer = 1
  D2 antagonist = -12
  D1 agonist = 0
  RXFP1 antag = 4
  RXFP1 ag = 1.8%
  D2 ag = 0.1
  D2 PAM = 12
Molecule: CC(C)(C)NC(=O)c1nn2c(C(F)(F)F)cc(-c3ccccc3)nc2c1Br
  D1 PAM = 5
  D1 antagonist = -3
  TRHR enhancer = -6
  D2 antagonist = -13
  D1 agonist = 2
  RXFP1 antag = 6
  RXFP1 ag = -0.1%
  D2 ag = 1.1
  D2 PAM = 13
Molecule: O=C1CCCCC(=O)N(c2ccccc2)c2ccccc21
  D1 PAM = 2
  D1 antagonist = 22
  TRHR enhancer = 20
  D2 antagonist = -3
  D1 agonist = -1
  RXFP1 antag = 19
  RXFP1 ag = -0.7%
  D2 ag = 0.1
  D2 PAM = 9
